From PubChem
SK-BR-3 tox 24h – SK-BR-3 proliferation inhibitors; SK-BR-3 viability, CellTiter-Glo ATP luminescence, 24 h; hits give low values; viability, % at 10 µM; 41,000 compounds, 0.47% hits; AID 847;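 active means viability at or below the median of all test compounds minus 3 SD, in both replicates if run twice, cut at about 45% in these data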;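 further: 100% = median untreated cell wells and 0% = median positive control drug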
* hit, by the source's call. An excerpt; the hit share may differ from the screen's.

Molecule	SK-BR-3 tox 24h
CCc1ccccc1-n1c(SCC(=O)N2CCCC2)nnc1-c1ccccn1	98.2
COc1cc2c3c(c1)C1(C(=O)N3C(C)(C)C=C2C)C(C#N)=C(N)Oc2cc(O)ccc21 (stereo not drawn)	91.0
COC(=O)c1ccc(CSc2nccn2C)cc1	103.9
N#Cc1nc(-c2ccccc2F)oc1N1CCCC1	77.6
CCN(CC)C(=O)C1CCCN(C(=O)Nc2ccc3nsnc3c2)C1 (stereo not drawn)	96.5
CCOC(=O)c1cc(=O)cc(C(=O)OCC)o1	83.7
CCc1nnc(NC(=O)CSc2nnc(Cc3ccccc3)n2-c2ccc(OC)cc2)s1	51.6
Cc1cc2nnc(SCC(=O)N3C(C)CCCC3C)n2c(N)n1 (stereo not drawn)	87.1
O=C(COc1ccc(Cl)cc1)OCC(=O)N1CCCC1	80.6
COC(=O)C1=CN(C)C=C(C(=O)OC)C1c1ccc(Cl)cc1Cl	110.9
COc1ccc(C2C(C(=O)NCCN(C)C)c3cc(OC)c(OC)cc3C(=O)N2C)cc1OC (stereo not drawn)	99.5
CCOC(=O)c1c(N)n[nH]c1-c1ccc(OC)cc1	100.3
CC1=C(C(=O)N(C)C)C(c2cccc(Cl)c2)NC(=O)N1 (stereo not drawn)	102.1
CCC(=O)c1ccc(OCC(=O)Nc2nn3cnnc3s2)cc1	66.6
COc1ccc(C(=O)Oc2c(CN3CCOCC3)cc(Cl)c3cccnc23)cc1	57.2

Retrieved by structure from the list above, four records:
Molecule	SK-BR-3 tox 24h
Cc1cc2nnc(SCC(=O)N3C(C)CCCC3C)n2c(N)n1 (stereo not drawn)	87.1
CCOC(=O)c1cc(=O)cc(C(=O)OCC)o1	83.7
CCN(CC)C(=O)C1CCCN(C(=O)Nc2ccc3nsnc3c2)C1 (stereo not drawn)	96.5
CCOC(=O)c1c(N)n[nH]c1-c1ccc(OC)cc1	100.3

The listing picks up with the 5 entries that preceded the break.
Molecule	SK-BR-3 tox 24h
COc1ccc(C2C(C(=O)NCCN(C)C)c3cc(OC)c(OC)cc3C(=O)N2C)cc1OC (stereo not drawn)	99.5
CCOC(=O)c1c(N)n[nH]c1-c1ccc(OC)cc1	100.3
CC1=C(C(=O)N(C)C)C(c2cccc(Cl)c2)NC(=O)N1 (stereo not drawn)	102.1
CCC(=O)c1ccc(OCC(=O)Nc2nn3cnnc3s2)cc1	66.6
COc1ccc(C(=O)Oc2c(CN3CCOCC3)cc(Cl)c3cccnc23)cc1	57.2
COc1ccc(S(=O)(=O)N(C)CC(=O)Nc2ccc3c(c2)OCCO3)cc1OC	81.7
Cc1ccc(O)c(-c2cc(C(F)(F)C(F)F)[nH]n2)c1	90.6
CCCCN(CCCC)S(=O)(=O)c1ccc(C(=O)Nc2nnc(CSC)o2)cc1	68.4
CN1CCc2c(sc3c2c(=O)n(-c2ccc(Cl)cc2)c2nncn32)C1	82.8
CCOC(=O)NC(C(F)(F)F)(C(F)(F)F)P(=O)(c1ccccc1)c1ccccc1	92.1
COCCN(C(=O)Cn1nnc2ccccc21)C(C(=O)NC1CCCC1)c1cccc(OC)c1OC (stereo not drawn)	102.8
COc1ccc(-n2nc(C(=O)Nc3ccc4c(c3)OCO4)c3c4ccccc4n(C)c3c2=O)cc1	100.8
CC12CCC(C(=O)Nc3ccc4c(c3)OCCO4)(OC1=O)C2(C)C (stereo not drawn)	84.5
O=C1c2ccccc2NC(c2ccc(F)cc2)N1Cc1ccco1 (stereo not drawn)	90.2
COC(=O)CS(=O)(=O)c1cc(Br)cc2c1N(C(C)=O)CC2	103.1
CCCC(=O)Nc1ccccc1-c1nnn(CC(=O)Nc2ccc(OC)cc2)n1	80.4
O=C(Nc1ccc(N2CCN(C(=O)c3ccc(Cl)cc3)CC2)cc1)c1ccc(Br)o1	79.4
COc1cccc(NC(=O)CSc2nncn2N)c1	97.6
O=C(COC(=O)c1ccco1)Nc1ccc2c(c1)OCCO2	90.7
N=c1c[n+](N2CCOCC2)[n-]o1	106.0
Cc1cc(NS(=O)(=O)c2ccc(NC(=O)COc3ccccc3Cl)cc2)no1	85.5
Cc1nn(C)c(C)c1CN(C)C(=O)c1cc2n(n1)C(C(F)(F)F)CC(c1cccs1)N2 (stereo not drawn)	86.9
CSc1nnc(-c2ccc(S(=O)(=O)N3CCOCC3)cc2)n1CC1CCCO1 (stereo not drawn)	110.3
COc1cc(-c2nnc(SCC(=O)N3CCCC3)o2)cc(OC)c1OC	104.2
CCOC(=O)c1c(C)n(C)c2ccc(OCC(O)CNC(CC)CO)cc12 (stereo not drawn)	97.8
Cn1c(=O)c2c(nc(NC(Cc3ccccc3)C(=O)O)n2Cc2ccccc2)n(C)c1=O (stereo not drawn)	109.1
CSc1nnc(-c2ccco2)c(-c2ccco2)n1	126.6
Cc1ccc(-c2cc3nc4c(c(=O)n3[nH]2)CCCC4)cc1	105.1
COc1ccc(S(=O)(=O)Nc2ccc(S(=O)(=O)N3CCCCC3)cc2)cc1OC	87.5
O=C(Cc1ccccc1)Nc1cccc(N2CCCC2)c1	81.3
Cn1cc(Cl)nc1C(O)c1ccccc1 (stereo not drawn)	100.6
Cc1ccc2oc(Nc3nc(C)cc(C)n3)nc2c1	84.1
CC(C)(C)C(=O)Cn1c(=O)n(CC2CCCO2)c(=O)c2ccccc21 (stereo not drawn)	89.4
CC(C)(C)NC(=O)C(c1ccccc1)N(C(=O)c1csnn1)C1CC1 (stereo not drawn)	101.9
CN(C)Cc1c(O)ccc2[nH]cnc12	100.3
N#CC1(c2c(O)nc3n(c2=O)CCCS3)CCCCC1	109.7
CC(C)(C)NC(=O)CSc1nnc(NC(=O)CCn2cnc3ccccc3c2=O)s1	87.7
CC1(C)Cc2c(c(N3CCOCC3)nc3sc(C#N)c(N)c23)CS1	81.5
COc1ccc2c(c1OC)C(=O)N1c3ccccc3C(=O)N(c3ccccc3)C21 (stereo not drawn)	76.2
CCOC(=O)N1CCN(C(=O)CN(c2ccc(C)c(C)c2)S(=O)(=O)c2ccccc2)CC1	123.6
CCC(C)NC(=O)c1ccccc1NS(=O)(=O)c1ccc(OC)c(OC)c1 (stereo not drawn)	88.8
CCOC(=O)CCc1c(C)c2ccc(OCC(=O)N(CC)CC)c(C)c2oc1=O	86.7
CCOc1ccccc1NC(=O)CC1Nc2ccccc2NC1=O (stereo not drawn)	104.6
Cc1ccc(SCc2c(C#N)c3ccccc3n2C)cc1	81.8
CN(Cc1nc(-c2ccncc2)no1)S(=O)(=O)c1ccccc1	87.7
CCCCC(=O)N1CCCC(c2nc3c(nnn3Cc3cc(C)ccc3C)c(=O)[nH]2)C1 (stereo not drawn)	87.3
COc1ccc(C)cc1NC(=O)CNC(=O)Cn1ccc2ccccc2c1=O	72.4
CC(CN1CCOCC1)C(=O)O (stereo not drawn)	81.8
CSc1ccc(S(=O)(=O)Nc2cccc(F)c2)cc1	100.2
COc1cc(OC)c(C2=NOC(C(=O)O)C2)cc1Cl (stereo not drawn)	85.7
Cc1cccc(Cn2c(N3CCN(c4ccccc4)CC3)nc3c2c(=O)n(C)c(=O)n3C)c1	93.3
COc1cccc(C2N(c3ccc(Cl)c(Cl)c3)C(=O)C3CCCN32)c1OC (stereo not drawn)	81.8
CCOC(=O)c1nnn(-c2nonc2N)c1-c1ccc(OCC)cc1	100.1
CCn1c(SCC(=O)N2CCCc3ccccc32)nc2ccccc2c1=O	104.1
CC(=O)Nc1ccc(S(=O)(=O)NCc2ccc(C(=O)NCc3ccc4c(c3)OCO4)cc2)cc1	84.2
O=C(NCCCN1CCOCC1)c1cc2cc(Br)ccc2oc1=O	82.9
Cc1ccccc1CN(c1ccc(C(=O)N2CCCC2)cc1)S(C)(=O)=O	84.8
O=C(NC1=NCCS1)c1ccc2c(c1)C(=O)N(Cc1ccco1)C2=O	99.4
COC(=O)C1=C(N)n2c(s/c(=C\c3cccnc3)c2=O)=C(C(=O)OC)C1c1cccnc1 (stereo not drawn)	88.5
Clc1ccc(-n2ncc3c(NCc4ccco4)ncnc32)cc1	111.8
C=C(C)CSc1nc(N)c2c3c(sc2n1)CCC3	73.2
N#Cc1c(NC(=O)CSC2=NCCS2)sc2c1CCCC2	78.2
CCN(CC)c1ncc(C)c(=O)[nH]1	91.8
Cc1nnc(NC(=O)c2ccc(-c3cccc(C(F)(F)F)c3)o2)s1	105.4
Cc1cc(N2C(=O)C(=O)/C(=C(/O)c3ccc(F)cc3)C2c2ccc(Cl)cc2)no1 (stereo not drawn)	77.5

Remaining list, next part:
Molecule	SK-BR-3 tox 24h
Cc1ccc2nsnc2c1S(=O)(=O)N1CCN(CCc2ccccc2)CC1	81.6
Cc1cccc2cc(COC(=O)C(C)C)c(=O)[nH]c12	91.2
COC(=O)c1c(C)n(-c2ccc(OC)cc2)c2ccc(O)cc12	113.8
CCOc1ccc(C2/C(=C(\O)c3c(C)[nH]c(C(=O)OC)c3C)C(=O)C(=O)N2CCN(C)C)cc1 (stereo not drawn)	99.6
COc1ccc(OC)c(NC(=O)CC(Cc2ccccc2OC)C(=O)O)c1 (stereo not drawn)	88.0
Cc1[nH]nc(N=Cc2c(O)n(C)c(=O)n(C)c2=O)c1-c1ccccc1	98.4
C=C(C)c1cccc(C(C)(C)NC(=O)Nn2cnnc2)c1	93.5
O=C1C=C(NCC2CCCO2)C2(CCCCC2)O1 (stereo not drawn)	82.7
COC(=O)c1c(C)cc(C)n2c1nc1ccccc12	100.9
CCOC(=O)Cc1csc(NC(=O)CSc2nnc(-c3ccncc3)n2Cc2ccco2)n1	77.2
Cc1cc(C)c2c(C)nn(C3CCCCC3)c2n1	85.7
CCCCN=C(C)C1=C(O)CSC1=O	97.7
Cc1ccc(Nc2nc(Oc3ccc(=O)[nH]n3)nc(N(C)C)n2)cc1	97.7
Cc1cc(C)cc(N(CC(=O)NCc2ccc3c(c2)OCO3)C(=O)CCC(=O)Nc2ccccn2)c1	72.7
CCOC(=O)C1C(=O)CC(O)(c2ccccc2)CC1c1ccccc1 (stereo not drawn)	93.8
O=C(NCCc1c[nH]c2ccccc12)c1c(Cl)nc2sccn12	86.3
COc1ccc(S(=O)(=O)NC2CCCCC2)c(C)c1C	77.3
CN(C)CCCOC(=O)c1ccc(Cl)cc1Cl	90.7
O=C(c1ccco1)N1C(=O)c2cccc3c(S(=O)(=O)N4CCCC4)ccc1c23	87.4
O=C(Nc1nc2c(s1)CCc1ccccc1-2)c1cccs1	124.6
c1cncc(CNc2c3c(nc4nnnn24)CCCC3)c1	72.6
CCOC(=O)c1nnn(-c2nonc2N)c1CSc1ccc(C)cc1	52.6
COc1ccccc1NC(=O)N1CCN(c2cc(-c3ccccc3)nc3ncnn23)CC1	83.3
CCN1C(=O)/C(=C\N2CCN(c3ccccc3)CC2)SC1=S	94.4
O=C1CC(c2ccco2)CC(O)=C1C=NCCO (stereo not drawn)	91.6
Cc1ccc(S(=O)(=O)N2CCN(C(=O)COC(=O)c3cc(C)oc3C)CC2)cc1	77.1
O=C(CCCn1c(=O)[nH]c2ccsc2c1=O)NCc1cccs1	104.3
Cc1cc(Nc2nnnn2-c2ccccc2)n(-c2ccc(Cl)cc2)n1	89.2
CC1=C(C(=O)Nc2cc(C)ccn2)C(c2ccc(C)cc2)C2=C(CCCC2=O)N1 (stereo not drawn)	117.2
CCCNc1nc2c(c(=O)n(C)c(=O)n2C)n1CCC(C)C	93.4
CC(=O)N1CCC(O)(c2cccc(C(F)(F)F)c2)CC1	82.6
COc1ccc(CCNC(=O)Cn2nnc(-c3cccc(OC)c3OC)n2)cc1OC	113.2
CCNc1nc(Oc2ccc(C(=O)OCC)cc2)nc(SC)n1	98.4
C1CN(c2nc3nonc3n3nnnc23)CCO1	108.2
CCCCCSc1nc(C)c(CC(=O)O)c(=O)[nH]1	100.7
c1ccn2c(SCc3cn4ccsc4n3)nnc2c1	83.5
CC(=O)Nc1ccc2c(c1)C(=O)N(C1CCCCC1)C2=O	109.5
CC(C)CC(=O)Nc1ccccc1N1CCN(C(=O)c2ccccc2)CC1	109.3
CCC(NC(=O)Cn1cnc2c(=O)n(C)c(=O)n(C)c21)c1ccccc1 (stereo not drawn)	103.0
CCn1c(=O)c(C(=O)NCCc2ccccc2)c(O)c2ccccc21	93.9
CCOC(=O)N1CCc2c(sc3c2C(=O)NC(c2ccc(-c4ccc(Cl)cc4)o2)N3)C1 (stereo not drawn)	97.2
CCCCn1c(=NC(=O)c2cccnc2)c(C(=O)OCC)cc2c(=O)n3ccccc3nc21	84.4
CCCCOc1ccc(/C(O)=C2/C(=O)C(=O)N(CCN(C)C)C2c2ccc(O)c(OC)c2)cc1 (stereo not drawn)	100.0
Oc1ccc2c(c1)C1CCCC1(N1CCOCC1)O2 (stereo not drawn)	76.8
CCC(=O)N1CCc2cc(S(=O)(=O)NCCC(=O)Nc3cc(C)cc(C)c3)ccc21	84.8
O=C(NCCc1ccccc1)C1CCN(S(=O)(=O)c2ccc(-c3nn[nH]n3)cc2)CC1	108.2
N#Cc1c(SCC(=O)O)nc(N2CCCCC2)c2c1CCCC2	96.1
O=C(NC1(C(F)(F)F)NC(=O)N(C2CCCC2)C1=O)C1CC1 (stereo not drawn)	90.5
CCCCOC(=O)CSc1nc(N)c(C#N)c(-c2ccc(OCC)cc2)c1C#N	102.1
Cc1[nH]nc2nc(SCC(=O)NCC3CCCO3)n(-c3ccc(Br)cc3)c(=N)c12 (stereo not drawn)	70.8
COc1ccccc1OCc1ccc(C(=O)NC(C)(C)C)o1	75.3
COc1ccccc1Cn1nnc2c(=O)[nH]c(C3CCN(C(=O)c4ccc(C)cc4)CC3)nc21	77.6
Clc1cc(Cl)c(OCc2nc(-c3ccccn3)no2)cc1Cl	82.5
CC(C)CCOc1ccc(C(=O)NCCC(=O)N2CCOCC2)cc1	91.1
